# Screens as filed in PubChem.
# PPARg SRC-3 ag: agonists of human PPARgamma SRC-3 coactivator recruitment. P37231. biochemical PPARgamma/SRC-3 coactivator recruitment assay. activation, % at 8 µM. actives 0.26% (n = 200,000). AID 731; in the data active = activation above about 23%;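 note: 0% = DMSO and 100% = reference agonist; some compounds past the cut are filed as inactive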
# TLR4 MyD88 comp: blocks binding of human TLR4 to MyD88; HeLa CL3-4 TLR4/MyD88 BLA complementation, FRET ratio; inhibition, % at 8.4 µM; actives 0.18% (n = 200,000); in the data active = inhibition above about 25%;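 note: 0% = vehicle and 100% = reference inhibitor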
# SRC2 TRFRET art: counter-screen for PPARgamma SRC-2 recruitment agonists: TR-FRET artefact; active compounds read high; TR-FRET ratio at 8 µM; actives 0.4% (n = 200,000); AID 1049; in the data active = TR-FRET ratio above about 2000; note: inactives centre near 1500; reference of the scale not given here
# DTT redox prof: compounds producing H2O2 with reducing agent – biochemical, NIH compound library profiling, artefact control for MLSCN library redox annotation, primary screen; AID 878; actives 0.03% (n = 200,000); activation, % at 10 µM; DTT-dependent redox cycling H2O2, phenol red/HRP absorbance; 100% = 100 µM peroxide control, 0% = buffer;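 active = activation of at least 50% relative to the plate's high and low controls in the primary single-dose screen; inactive = activation below 50%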;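 note: compound incubated with DTT at 0.8 mM final as the reducing agent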
# L major viab: inhibitors of Leishmania major promastigote growth; Leishmania major promastigotes, resazurin fluorescence viability; inhibition, % at 10 µM; actives 9% (n = 200,000); in the data active = inhibition above about 50%;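 note: promastigotes grown with compound for 44 hours at 28 °C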
# S1P3 antagonist: blocks the human S1P3 receptor; Q99500; CHO S1P3 NFAT-BLA reporter, FRET fluorescence, antagonist mode; inhibition, % at 4.98 µM; actives 0.27% (n = 170,000); AID 485;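 active = inhibition above the plate cutoff, the mean inhibition of test wells on that plate plus 3 SD, cut at about 28% in these data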;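 note: cells challenged with S1P at its EC80 of 0.8 µM; blue over green emission ratio from cleaved BLA substrate after 4 h stimulation; 0% = S1P-stimulated wells and 100% = unstimulated DMSO-only wells; some compounds past the cut are filed as inactive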
# Target sequence (Q99500 whole entry, looked up): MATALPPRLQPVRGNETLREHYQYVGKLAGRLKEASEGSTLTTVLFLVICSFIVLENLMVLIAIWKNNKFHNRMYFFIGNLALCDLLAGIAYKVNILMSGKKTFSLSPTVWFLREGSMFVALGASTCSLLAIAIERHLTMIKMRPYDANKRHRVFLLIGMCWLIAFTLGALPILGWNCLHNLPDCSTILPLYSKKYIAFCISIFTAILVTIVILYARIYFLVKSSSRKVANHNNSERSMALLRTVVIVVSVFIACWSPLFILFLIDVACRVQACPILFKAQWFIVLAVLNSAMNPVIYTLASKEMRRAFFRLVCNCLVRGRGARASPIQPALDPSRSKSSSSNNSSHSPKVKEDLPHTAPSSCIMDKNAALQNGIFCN
# ROMK primary: modulators of human ROMK potassium channel | Tet-inducible ROMK, thallium flux fluorescence; actives lie on both sides | actives 2% (n = 130,000) | P48048 | B-score at 10 µM;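 active = signal ratio slope over the read window, or its plate-corrected B-score, at least 3 SD from the plate mean, either direction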;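 note: B-score of the F/F0 ratio slope over 7 to 12 s after thallium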
# Target sequence (P48048 whole entry, looked up): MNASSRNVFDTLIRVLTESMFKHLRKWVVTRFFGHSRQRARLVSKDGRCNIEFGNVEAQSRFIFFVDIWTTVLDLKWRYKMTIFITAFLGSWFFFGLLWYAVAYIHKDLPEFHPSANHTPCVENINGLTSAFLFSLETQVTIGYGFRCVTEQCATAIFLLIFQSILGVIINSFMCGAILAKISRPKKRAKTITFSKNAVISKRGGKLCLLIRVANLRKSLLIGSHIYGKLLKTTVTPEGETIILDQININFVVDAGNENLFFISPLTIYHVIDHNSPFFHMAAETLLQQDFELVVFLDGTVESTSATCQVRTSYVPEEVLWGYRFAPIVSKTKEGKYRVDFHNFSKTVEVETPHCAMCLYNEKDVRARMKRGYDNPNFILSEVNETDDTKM
# bIAP act: intestinal alkaline phosphatase (bovine) activation. purified bovine IAP, CDP-star luminescence, 30 min; active compounds read high; fold of DMSO-control signal, blank-subtracted. activation factor at 20 µM. actives 0.17% (n = 200,000). AID 1016;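 active = activation factor of 2 or more at 20 µM, a signal rise over negative controls twice the positive control's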
# bIAP inhibitor: blocks bovine intestinal alkaline phosphatase activity; purified bovine IAP, CDP-star luminescence, 30 min; inhibition, % at 20 µM; 190,000 tested, under 10 active;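 active = over 50% inhibition of intestinal alkaline phosphatase at 20 µM in the single-dose screen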
#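 System: Purified bovine intestinal alkaline phosphatase (IAP) enzyme | Input: IAP diluted 1/65,000,000 in the well | Also added: CDP-star chemiluminescent phosphatase substrate, 30 µM final | Dosing: 20 µM single dose | Times: Enzyme reaction for 30 min at room temperature | Detection: Luminescence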
# PPARg SRC2 recr: agonists of SRC-2 recruitment by human PPARgamma | activation, % at 8 µM | actives 0.34% (n = 200,000) | P37231 | PPARgamma LBD-SRC-2 recruitment, biochemical; in the data active = activation above about 22%;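 note: 0% = vehicle and 100% = reference agonist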
# PPARg SRC1 recr: promotes SRC-1 coactivator recruitment by human PPARgamma; P37231; PPARgamma-SRC-1 coactivator recruitment biochemical assay; activation, % at 8 µM; actives 0.41% (n = 200,000); AID 631; in the data active = activation above about 19%;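 note: 0% = DMSO and 100% = reference agonist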
# * marks the source's active call; other numbers are inactive results; / = no result given.
no.	Structure	PPARg SRC-3 ag	TLR4 MyD88 comp	SRC2 TRFRET art	DTT redox prof	L major viab	S1P3 antagonist
1	Cc1c(NC(=O)CSc2ncn[nH]2)c(=O)n(-c2ccccc2)n1C	-8	-4	1708	0.7	-3	/
2	O=C(NCc1ccncc1)C(=O)Nc1nc(C23CC4CC(CC(C4)C2)C3)cs1	0	-1	1494	0.4	51*	-4
3	CNC(=O)CSc1nc(-c2ccccc2)c(-c2ccccc2)o1	7	-6	1836	-0.7	-1	1
4	CSc1cccc(CN2CCC(CO)(Cc3cccc(C(F)(F)F)c3)CC2)c1	-1	3	1695	-0.3	81*	-4
5	Cc1ccc(OCC(=O)OCC(=O)Nc2sccc2C(N)=O)cc1C	2	8	1595	0.1	-8	-1
6	CN1CCN(C(=O)c2cnn3c(C(F)(F)F)cc(-c4ccc5c(c4)OCO5)nc23)CC1	5	0	1576	-0.1	84*	-18
7	CCOC(=O)c1ccc(S(=O)(=O)Nc2cc(C(C)(C)C)no2)cc1	3	2	1407	-0.1	-13	-8
8	O=C(CN1C(=O)COCC1=O)N1CCOCC1	2	-12	1556	1.7	-2	-52

no.	ROMK primary	bIAP act	bIAP inhibitor	PPARg SRC2 recr	PPARg SRC1 recr
1	0.43	1.1	-11	8	4
2	/	1	5	3	8
3	0.55	1	2	7	6
4	-3.5*	1.1	-5	15	-4
5	/	0.8	17	-9	4
6	-0.33	1	-2	0	7
7	/	1	-4	-1	5
8	/	1	0	6	0

# 3 entries from above, with values under each structure.
# Order of results – PPARg SRC-3 ag	TLR4 MyD88 comp	SRC2 TRFRET art	DTT redox prof	L major viab	S1P3 antagonist	ROMK primary	bIAP act	bIAP inhibitor	PPARg SRC2 recr	PPARg SRC1 recr
3	CNC(=O)CSc1nc(-c2ccccc2)c(-c2ccccc2)o1
→ 7	-6	1836	-0.7	-1	1	0.55	1	2	7	6
6	CN1CCN(C(=O)c2cnn3c(C(F)(F)F)cc(-c4ccc5c(c4)OCO5)nc23)CC1
→ 5	0	1576	-0.1	84*	-18	-0.33	1	-2	0	7
8	O=C(CN1C(=O)COCC1=O)N1CCOCC1
→ 2	-12	1556	1.7	-2	-52	/	1	0	6	0

# (more compounds)
no.	Structure	PPARg SRC-3 ag	TLR4 MyD88 comp	SRC2 TRFRET art	DTT redox prof	L major viab	S1P3 antagonist
9	CCOC(=O)N1CCC(NC(=O)C2CCCN(S(=O)(=O)c3cccnc3)C2)CC1 (stereo not given)	-3	-11	1384	-1.3	19	-8
10	CN(C)C=NC(=O)c1cccn1-c1ncc(C(F)(F)F)cc1Cl	0	3	1668	-1.0	-4	-11
11	CC(C)C[C@H](NC(=O)OC(C)(C)C)C(=O)N1CCC(C(=O)O)CC1	11	12	1568	-2.0	-2	/
12	COC(=O)c1ccccc1NC(=O)NC1CC1	-1	-3	1384	0.3	8	-12
13	COc1cc(-c2cc(C(=O)Nc3ccccc3N3CCOCC3)c3ccccc3n2)cc(OC)c1OC	0	6	1416	-2.2	61*	-1
14	CC1CCCCN1C(=O)c1cc2nc(-c3ccccc3)cc(-c3ccccc3)n2n1 (stereo not given)	5	7	1640	1.2	42	/
15	O=C(CCCc1ccccc1)N1CCN(c2ccc([N+](=O)[O-])cc2)CC1	1	11	1670	0.8	58*	/
16	O=C1CC(C(=O)Nc2ccc(Cl)cc2[N+](=O)[O-])C2(CCCCC2)O1 (stereo not given)	0	-13	1562	-0.4	3	5

no.	ROMK primary	bIAP act	bIAP inhibitor	PPARg SRC2 recr	PPARg SRC1 recr
9	/	1	3	0	1
10	0.21	1	-3	9	14
11	/	1.1	-6	15	4
12	0.29	1	-2	-4	-5
13	-0.6	1	4	4	-1
14	/	0.9	6	2	4
15	/	0.9	5	3	-4
16	/	1	-2	10	1

# Other entries follow:
no.	Structure	PPARg SRC-3 ag	TLR4 MyD88 comp	SRC2 TRFRET art	DTT redox prof	L major viab	S1P3 antagonist
17	CCOC(=O)Cc1csc(NC(=O)C(C)(C)C)n1	4	2	1535	-0.1	-1	-7
18	Cc1ccc(/C=C2\SC(=S)N(CCCC(=O)Nc3ccccn3)C2=O)cc1	-3	-10	1548	-3.5	0	/
19	Cc1cc(C)nc(SCc2nnc(SCC(=O)NCc3ccco3)n2-c2ccccc2)n1	-2	-2	1256	1.4	-4	-21
20	O=c1[nH]c(CSc2ccccn2)nc2ccccc12	5	8	1420	-0.6	-2	-1
21	Cc1nc(N2CCC(C)CC2)c2c(C)c(C(=O)O)sc2n1	-4	-2	1478	4.3	-2	-30
22	CCOC(=O)c1c(NC(=O)C2C3C=CC(C3)C2C(=O)O)sc2c1CCCC2 (stereo not given)	0	-4	1492	-0.2	-6	-9
23	COc1cc2c(cc1NC(=O)Nc1cccc(C)c1)oc1ccccc12	6	7	1763	-0.1	-2	/
24	NC(=O)c1ccc(-n2nnnc2SCc2ccc(F)cc2)cc1	-2	-1	1639	-0.8	-9	16

no.	ROMK primary	bIAP act	bIAP inhibitor	PPARg SRC2 recr	PPARg SRC1 recr
17	/	1	2	5	-1
18	/	1	4	-3	-7
19	/	0.9	14	-10	3
20	/	1.1	-13	-7	0
21	/	1	4	3	-2
22	1.5	1.1	-12	0	-1
23	-0.09	0.7	34	10	5
24	/	0.9	14	0	2

# The list continues:
no.	Structure	PPARg SRC-3 ag	TLR4 MyD88 comp	SRC2 TRFRET art	DTT redox prof	L major viab	S1P3 antagonist
25	CC(C)(C)C(=O)C(Cc1ccccc1Cl)n1cncn1 (stereo not given)	4	7	1381	0.2	0	/
26	COC(=O)[C@@H]1CCCN1Cc1c(C(=O)N2CCOCC2)nc2c(C)cccn12	-3	0	1476	-0.3	-1	2
27	CCn1c(=O)cc(OCC(=O)N2CCCCCC2)c2ccccc21	1	1	1453	0.6	-6	17
28	Cc1ccc(NC(=S)N2CCC(c3ccc(C)cc3)C2)cc1 (stereo not given)	3	20	1431	0.7	2	23
29	COC(=O)c1ccc(C)c(NC(=O)c2ccc(Cn3cc([N+](=O)[O-])cn3)o2)c1	2	15	1586	-0.4	-3	0
30	CCn1c(-c2ccc(C(C)(C)C)cc2)n[nH]c1=S	-1	3	1555	1.8	12	-23
31	COc1ccc(/C=C\C(=O)NCc2ccc3c(c2)cc(C)n3C)cc1OC	5	3	1597	1.0	0	15
32	O=C(CNC(=O)c1ccco1)OCN1C(=O)c2ccccc2C1=O	13	-5	1646	0.4	-3	18

no.	ROMK primary	bIAP act	bIAP inhibitor	PPARg SRC2 recr	PPARg SRC1 recr
25	-0.87	0.9	6	11	1
26	0.38	1	0	-6	-5
27	/	1	-1	4	5
28	-0.44	0.9	12	-5	-2
29	-0.27	1.1	-15	-4	1
30	0.032	1.1	-12	8	3
31	-0.53	1.3	-34	0	12
32	0.45	0.9	14	5	3

# (more compounds)
no.	Structure	PPARg SRC-3 ag	TLR4 MyD88 comp	SRC2 TRFRET art	DTT redox prof	L major viab	S1P3 antagonist
33	O=C(Cc1c[nH]c2ccccc12)NCc1ccc(Cl)cc1Cl	1	-9	1491	-0.1	-4	-5
34	COC(=O)CNc1nc(C2CC2)nc2c1nnn2Cc1ccccc1Cl	-3	-9	1321	2.2	9	3
35	COc1cccc2cc(C(=O)OC3CCN(C)CC3)c(=O)oc12	3	-7	1437	-0.2	-5	-30
36	COCCNC(=O)Cn1cc(C(=O)c2ccco2)c2ccccc21	5	-17	1538	-0.2	0	1
37	O=C(NC1CCCCC1)c1ccc(S(=O)(=O)c2ccccc2)cc1	5	-5	1566	-0.7	16	12
38	O=C(c1cc(N2C(=O)C3C4CCC(C4)C3C2=O)ccc1Cl)N1CCN(c2ccc(F)cc2)CC1 (stereo not given)	-2	18	1526	0.3	75*	-2
39	CCCc1cc(=O)n2[nH]c(C)cc2n1	12	3	1581	-0.3	-1	13
40	CSc1ccccc1NC(=O)c1ccoc1C	11	-19	1507	1.1	-3	7

no.	ROMK primary	bIAP act	bIAP inhibitor	PPARg SRC2 recr	PPARg SRC1 recr
33	1.3	1	4	13	1
34	/	1.1	-15	-1	4
35	/	0.9	9	-2	-2
36	2	0.8	15	1	6
37	-0.37	1	1	7	3
38	-5*	1.1	-9	-7	1
39	0.0049	1	1	11	-3
40	/	0.8	19	4	3

# Structures above that bear a hit mark in ROMK primary:
no. | canonical_smiles | PPARg SRC-3 ag | TLR4 MyD88 comp | DTT redox prof | S1P3 antagonist | ROMK primary | bIAP act | bIAP inhibitor | PPARg SRC2 recr | PPARg SRC1 recr
4 | CSc1cccc(CN2CCC(CO)(Cc3cccc(C(F)(F)F)c3)CC2)c1 | -1 | 3 | -0.3 | -4 | -3.5* | 1.1 | -5 | 15 | -4
38 | O=C(c1cc(N2C(=O)C3C4CCC(C4)C3C2=O)ccc1Cl)N1CCN(c2ccc(F)cc2)CC1 (stereo not given) | -2 | 18 | 0.3 | -2 | -5* | 1.1 | -9 | -7 | 1

# New compounds follow:
no.	Structure	PPARg SRC-3 ag	TLR4 MyD88 comp	SRC2 TRFRET art	DTT redox prof	L major viab	S1P3 antagonist
41	Cc1ccc(CCNC(=O)C2CCCN(S(=O)(=O)c3c(C)noc3C)C2)cc1 (stereo not given)	-3	5	1677	2.3	11	-28
42	COc1cccc(NC(=O)Cc2c(O)c3ccccc3[nH]c2=O)c1	-2	9	1548	-0.3	-7	-15
43	Clc1ccccc1OCc1nc(-c2ccncc2)no1	7	10	1637	0.7	-2	5
44	NC(=S)NNc1ccnc2cc(Cl)ccc12	2	10	1637	-0.3	18	-24
45	CCOC(=O)Cc1nc2nc(C)cc(C)n2n1	1	2	1525	0.2	-8	-4
46	O=C(Cn1c(=S)nc2ccccn21)N1CCc2ccccc2C1	2	-2	1459	0.1	-4	-39
47	COc1ccc(N=C2NC(=O)C(CC(=O)NCCc3ccc(OC)c(OC)c3)S2)cc1 (stereo not given)	-2	7	1497	-0.1	-8	-10
48	Cc1ccc(C)c(Cn2c(O)c(N=NC(=S)Nc3ccccc3F)c3ccccc32)c1	6	-7	1913	-0.9	96*	-7

no.	ROMK primary	bIAP act	bIAP inhibitor	PPARg SRC2 recr	PPARg SRC1 recr
41	/	0.9	7	-1	0
42	/	0.9	6	0	2
43	-0.6	0.9	11	4	-1
44	0.051	1.1	-8	0	2
45	/	1.1	-8	8	5
46	/	0.9	7	6	-5
47	-0.12	1	3	0	-5
48	0.98	0.8	17	-6	9

# (cont.)
no.	Structure	PPARg SRC-3 ag	TLR4 MyD88 comp	SRC2 TRFRET art	DTT redox prof	L major viab	S1P3 antagonist
49	CN(C(=O)CSc1nc(N)c2c3c(sc2n1)CSC(C)(C)C3)c1ccccc1	2	1	1455	0.3	35	7
50	CN1CCN(C(=O)C2=C[C@H](c3csc4ccccc34)C[C@H](OCCCCO)O2)CC1	-8	-7	1292	-0.8	4	-8
51	C1=C(C(c2nnnn2C2CCCCC2)N2CCCCC2)COc2ccccc21 (stereo not given)	-6	-4	1410	1.9	39	-12
52	CC(=N\Nc1ccc(Cl)cc1)/C(=N/O)C(=O)Nc1ccccc1	-1	0	1326	2.0	18	/
53	Cc1ccc(Nc2nnc(SCC(=O)Nc3cccc(S(=O)(=O)NC4=NCCCCC4)c3)s2)cc1	1	8	1351	0.1	-2	-2

no.	ROMK primary	bIAP act	bIAP inhibitor	PPARg SRC2 recr	PPARg SRC1 recr
49	/	0.8	21	-5	-8
50	/	1.1	-8	-3	4
51	0.31	0.9	9	3	3
52	/	0.9	10	2	-4
53	/	0.9	9	-6	-1
